Screening results from PubChem.
S-ASM inh = Inhibitors of Secretory Acid Sphingomyelinase (S-ASM): qHTS | Sphingomyelin phosphodiesterase (Homo sapiens), P17405 | AID 504937, 2011 | placental ASM, HMU-PC fluorogenic substrate, 60 min | 340,000 tested, 0.006% active | Potency, µM (top dose mostly 57.5 µM), without a hit: at the highest dose activity change, negative = inhibition, most hits filed as inhibitors; further: potency means the concentration at half of the fitted maximal effect
Target sequence (P17405 47-631 limits assumed): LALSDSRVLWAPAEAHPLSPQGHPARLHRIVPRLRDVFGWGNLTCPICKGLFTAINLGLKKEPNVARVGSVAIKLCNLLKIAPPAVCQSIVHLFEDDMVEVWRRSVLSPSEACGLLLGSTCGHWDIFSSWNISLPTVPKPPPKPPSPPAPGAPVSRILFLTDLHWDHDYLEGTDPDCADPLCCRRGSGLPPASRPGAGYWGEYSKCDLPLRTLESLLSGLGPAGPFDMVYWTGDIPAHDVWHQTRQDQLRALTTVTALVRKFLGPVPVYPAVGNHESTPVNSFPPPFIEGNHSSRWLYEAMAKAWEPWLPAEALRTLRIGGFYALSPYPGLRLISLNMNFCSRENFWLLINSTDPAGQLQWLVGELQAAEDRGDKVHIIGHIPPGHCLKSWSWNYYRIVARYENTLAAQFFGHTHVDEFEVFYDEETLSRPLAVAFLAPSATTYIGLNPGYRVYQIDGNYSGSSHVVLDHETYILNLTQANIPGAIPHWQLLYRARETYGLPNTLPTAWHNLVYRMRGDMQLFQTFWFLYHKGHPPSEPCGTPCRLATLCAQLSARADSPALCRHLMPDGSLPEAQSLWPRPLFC
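qHTS format. ASM enzyme prepared from human placenta hydrolyses the fluorogenic substrate HMU-PC0 (9 uM final) over 60 min at 37 °C after a 10 min compound preincubation.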
PKM2 act = qHTS Assay for Activators of Human Muscle isoform 2 Pyruvate Kinase; purified PKM2, Kinase-Glo ATP luminescence, activation; response scale: 0% is enzyme alone, no compound; 260,000 tested, 0.34% active; Potency, µM (top dose mostly 57.5 µM), inactives show at the top dose activation, hits mostly activators; Pyruvate kinase PKM (Homo sapiens), P14618; further: potency means the concentration at half of the fitted maximal effect; on the % scale 0 is the no-effect control and ±100 the full control effect; nearly all actives have a fitted effect of over 55% in size
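ATP formation by purified human PK-M2, quantified via coupled luciferase luminescence after 1 h at room temperature with 0.1 mM ADP and 0.5 mM PEP final.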
TSHR antag = Antagonists of the Thyroid Stimulating Hormone Receptor: HTS campaign. Thyrotropin receptor (Homo sapiens), P16473. TSHR-expressing cells, TSH-stimulated cAMP HTRF, 2 h; hits give low values. activity change, negative = inhibition, % at 11.5 µM. 330,000 tested, 0.2% active. AID 504810, 2011;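 active means activity change below a set negative limit, meaning inhibition stronger than a set level, cut at about -70% in these data; inconclusive means activity change between two set negative limits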; further: on the % scale 0 is the no-effect control and ±100 the full control effect
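Antagonism was scored as loss of TSH-driven cAMP in TSHR cells, stimulated with 4nM TSH (EC80) for 2 hours at 37 deg C and detected by homogeneous HTRF competition immunoassay.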
GALK inhibitor = qHTS Assay for Inhibitors of Human Galactokinase (GALK). Potency, µM (titrated, usually from 57.5 µM), for inactives: top-dose activity change, negative = inhibition, actives largely listed as inhibitors. 270,000 tested, 0.007% active. Purified GALK, Kinase-Glo residual ATP luminescence. AID 1868, 2009. P51570; further: potency means the concentration at half of the fitted maximal effect; on the % scale 0 is the no-effect control and ±100 the full control effect
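Human GALK (5 nM) with 35 uM ATP and 100 uM galactose in 20 mM HEPES pH 8.0, 5 mM MgCl2, 60 mM NaCl, 1 mM DTT, 0.01% BSA. After 1 h at room temperature, leftover ATP was read by Kinase-Glo Plus luminescence.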
Chronic BCR inh = qHTS Assay to Find Inhibitors of Chronic Active B-Cell Receptor Signaling. ABC-DLBCL IkBa-CBG/CBR reporter, luminescence ratio, 4 h. Potency, µM (series often up to 46.1 µM), inactives show at the top dose ratio change, negative = lower green/red ratio, hits mostly inhibitors. 340,000 tested, 0.05% active. AID 493014, 2011; active means well fitted inhibition curve with a large enough effect in the signal ratio, with a control signal flat, not every such curve was filed as active; inconclusive means small, poorly fitted or top-dose-only effect, or effect the other way, or a change in a side signal; the % refers to the signal ratio;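 further: potency means the concentration at half of the fitted maximal effect; plate controls were basal doxycycline-induced cells for no effect and cells given 10 µM MG132 for full effect; MG132 reads +100%, hits lower the ratio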
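TMD8 ABC-DLBCL cells carrying doxycycline-inducible green luciferase fused to IkappaBalpha plus unfused red luciferase were exposed to compounds (up to 46 uM) for 4 hrs at 37C. Activity came from the overlap-corrected green/red luminescence ratio.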
KCNH2 WT inh = qHTS for Inhibitors of KCHN2 3.1: Wildtype qHTS. Voltage-gated inwardly rectifying potassium channel KCNH2 (Homo sapiens), Q12809. U2OS, BacMam KCNH2, thallium flux FluxOr; hits give low values. activity change, % at 1.84 µM. 340,000 tested, 0.37% active;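 active means maximum activity change below -70%; inconclusive means maximum activity change between -70% and -50%; inactive means maximum activity change above -50%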; further: on the % scale 0 is the no-effect control and ±100 the full control effect
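U2OS cells were transduced with wild-type KCNH2 virus (2.03 x 10^8 / mL) for 4 h at room temperature, then cultured overnight at 37 C. Thallium flux was read with FluxOr dye. Rate constants were normalized to DMSO controls.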
Menin MLL FP TR = qHTS Assay for Inhibitors Targeting the Menin-MLL Interaction in MLL Related Leukemias: Competition With Texas Red Labeled MLL-derived Mutant Peptide. Potency, µM (highest dose often 61.6 µM), for the others: top-dose FP activity change, negative = inhibition, usual class: inhibitors. AID 1768, 2009. 270,000 tested, 0.23% active. O00255. Menin + Texas Red MLL mutant peptide, fluorescence polarization; active means well fitted inhibition curve with a large enough effect in the polarisation, with a control signal flat, not every such curve was filed as active; inconclusive means small, poorly fitted or top-dose-only effect, or effect the other way, or a change in a side signal; inactive means no such curve, though single readings can be large or run the other way; the % refers to the polarisation; further: potency means the concentration at half of the fitted maximal effect; % of control where 0% means no effect; many of its hits are not listed in these tables
Eya2 phos inh = qHTS Assay for Inhibitors of the Phosphatase Activity of Eya2 | Protein phosphatase EYA2 (Homo sapiens), O00167 | recombinant Eya2, OMFP fluorescence dephosphorylation (OMFP is methylfluorescein phosphate) | Potency, µM (top dose mostly 76.9 µM), without a hit: at the top dose activity, negative = inhibition, hits mostly inhibitors | 330,000 tested, 0.006% active; further: potency means the concentration at half of the fitted maximal effect; on the % scale 0 is the no-effect control and ±100 the full control effect
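Eya2 protein (added as 0.2 uM solution) was preincubated with compound for 10 min at ambient temperature in 50 mM HEPES pH 7.5, 50 mM NaCl, 5 uM MgCl2, 0.05% BSA, 1 mM DTT. OMFP (added at 50 uM) then reacted 10 min; fluorescence read at 485/525 nm.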
Mito fusion yeast = qHTS Assay for Small Molecule Inhibitors of Mitochondrial Division or Activators of Mitochondrial Fusion; S. cerevisiae fusion-defective mutant growth rescue, CellTiterGlo 48 h; Potency, µM (top dose mostly 46.1 µM), for the others: top-dose growth rescue (activation), actives largely listed as activators; 320,000 tested, 0.23% active;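 further: potency means the concentration at half of the fitted maximal effect; % of control where 0% means no effect; nearly all actives have a fitted effect of over 45% in size; temperature-sensitive fusion mutants such as fzo1-1 at 37 °C on non-fermentable ethanol glycerol medium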
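Temperature-sensitive fusion-defective S. cerevisiae (e.g. fzo1-1, mgm1-5) were grown with compound in YPEG medium (3% ethanol, 3% glycerol) for 48 hours at 37C. Growth rescue was measured as viability by CellTiterGlo luminescence after 10 minutes at ambient.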
USP2a inh = qHTS Assay for Inhibitors of Ubiquitin-specific Protease USP2a Using CHOP2 as the Reporter; Ubiquitin carboxyl-terminal hydrolase 2 (Homo sapiens), O75604; USP2 core, Ub-CHOP2 coupled fluorogenic reporter, 485/531; Potency, µM (series often up to 38.3 µM), inactives show at the highest dose activity change, negative = inhibition, most hits filed as inhibitors; 330,000 tested, 0.01% active;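 further: potency means the concentration at half of the fitted maximal effect; plate controls were DMSO wells for no effect and full inhibition by NEM control for full effect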
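Deubiquitinase activity read as fluorescence (485/531 nm) after Ub-CHOP2 cleavage activates the enterokinase reporter on its substrate; USP2 core 10nM, Ub-CHOP2 and substrate 25nM each, 30min compound preincubation then 60min RT; data normalized to NEM, curves fitted.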
MBNL1 CUG block = qHTS Assay for Inhibitors of MBNL1-poly(CUG) RNA binding; Muscleblind-like protein 1 (Homo sapiens), Q9NR56; TR-FRET MBNL1-His/biotin-(CUG)12 binding, 665/545 ratio; 280,000 tested, 0.036% active; Potency, µM (top dose mostly 57.5 µM), for inactives: top-dose activity change, negative = inhibition, most hits filed as inhibitors; active means well fitted inhibition curve with a large enough effect in the signal ratio, with a control signal flat, not every such curve was filed as active; inconclusive means small, poorly fitted or top-dose-only effect, or effect the other way, or a change in a side signal; inactive means no such curve, though single readings can be large or run the other way; the % refers to the signal ratio; further: potency means the concentration at half of the fitted maximal effect; on the % scale 0 is the no-effect control and ±100 the full control effect
Target sequence (Q9NR56 whole entry, looked up): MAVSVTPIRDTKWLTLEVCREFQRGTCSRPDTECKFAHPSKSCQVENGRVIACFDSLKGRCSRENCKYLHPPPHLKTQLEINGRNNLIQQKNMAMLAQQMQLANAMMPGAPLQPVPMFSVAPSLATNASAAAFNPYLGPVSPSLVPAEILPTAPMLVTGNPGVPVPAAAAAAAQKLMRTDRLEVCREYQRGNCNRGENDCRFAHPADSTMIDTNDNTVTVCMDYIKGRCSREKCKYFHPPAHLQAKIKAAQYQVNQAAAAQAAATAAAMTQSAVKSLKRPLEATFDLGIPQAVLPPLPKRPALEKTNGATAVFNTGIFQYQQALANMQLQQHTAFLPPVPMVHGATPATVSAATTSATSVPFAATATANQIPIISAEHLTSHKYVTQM
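MBNL1-His + Biotin-(CUG)12, cpd titration 92 nM–58 uM; Tb anti-His Ab 0.055 ng/ul, SA-XL665 5 nM (final); 60 min RT; ratiometric 665/545 nm, Ex 340 nm; normalized to buffer and full-complex controls.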
The depositor's hits bear a star; i = inactive; ? = inconclusive; . = not tested or not shown; [ ] = another dose, or the depositor's remark. Unless noted, the call rests on the fitted dose curve; in most records, active means well fitted curve in the direction sought with a large enough effect; inconclusive means small, poorly fitted or top-dose-only effect, or another doubt; inactive means no such curve, though single readings can be large; an effect the other way counts as inactive or inconclusive.

SMILES	S-ASM inh	PKM2 act	TSHR antag	GALK inhibitor	Chronic BCR inh	KCNH2 WT inh	Menin MLL FP TR	Eya2 phos inh	Mito fusion yeast	USP2a inh	MBNL1 CUG block
CCC1CCCCN1CCCNC(=O)c1cn(CC)c2ccc(S(=O)(=O)N3CCc4ccccc4C3)cc2c1=O (stereo unspecified)	-1%	-2%	-8	-1%	0%	-11	0%	-7%	-5%	5%	-2%
O=C(COC(=O)Cc1n[nH]c(=O)c2ccccc12)Nc1ccc(Cl)cn1	-3%	.	-2	.	?	-12	.	?	6%	2%	.
Cc1c(N2C(=O)CSC2c2ccccc2)c(=O)n(-c2ccccc2)n1C (stereo unspecified)	-2%	1%	0	0%	-2%	-1	.	1%	0%	0%	3%
COc1ccc(N2CCCCn3c2nc2c3c(=O)[nH]c(=O)n2C)cc1	4%	11%	-4	1%	0%	-3	6%	7%	0%	1%	-3%
Cc1ccccc1Oc1ccc(NC(=O)C2CC=CCC2C(=O)O)cc1 (stereo unspecified)	0%	-3%	-4	.	3%	-3	-1%	12%	0%	3%	-13%[11.5 µM]
CCc1nc2ccccc2n1CCC(=O)O	1%	4%	3	-2%	1%	-1	13%	2%	-2%	1%	-5%
COc1ccc(C2/C=C\CN(S(=O)(=O)c3cccc4cccnc34)CC(=O)N2Cc2ccc(F)cc2)cc1 (stereo unspecified)	-14%	1%	-3	0%	-3%	-2	13%	3%	2%	0%	4%
CC(O)[C@H]1CNCCN1CCc1cccc2ccccc12 (stereo partly specified)	-1%	.	1	.	?	5	.	1%	-5%	-2%	.
COc1ccc(/C=C(\C#N)C(=O)OCC(=O)NC(=O)NCCC(C)C)cc1	5%	0%	1	13%	5%	-4	4%	-24%	2%	0%	5%
O=C(OCc1nc2scc(-c3ccccc3)c2c(=O)[nH]1)c1cccc([N+](=O)[O-])c1	-10%	-10%	-13	2%	-10%	0	19%	3%	-3%	2%	22%
O=C(CC(Cc1ccccc1)c1ccco1)NC1CCCCC1 (stereo unspecified)	-3%	0%	5	-2%	19%	16	-16%	-3%	1%	2%	-4%
COc1cc(C2C(C(C)=O)=C(O)C(=O)N2CCc2ccc(OC)c(OC)c2)ccc1O (stereo unspecified)	1%	21%	-2	4%	-3%	13	-1%	-16%	1%	0%	10%
FC(F)(F)c1cnc(COc2ccc(Cl)cc2Cl)c(Cl)c1	-2%	-6%	-6	.	?	-15	.	-6%	-2%	0%	-11%
O=C(c1ccc(Cl)c([N+](=O)[O-])c1)N1CCN(C(=O)c2ccco2)CC1	1%	3%	-4	10%	9%	18	-5%	3%	3%	3%	27%
O=C(O)COc1ccc(Br)cc1/C=N/O	2%	-11%	12	5%	?	1	-1%	14%	-4%	1%	2%
Cc1ccnc(NC(=O)Cc2ccc(F)cc2)n1	0%	-2%	4	1%	3%	9	.	4%	-5%	-3%	-1%
COC(=O)COc1cccc2c(=O)n(CC(=O)Nc3ccc4c(c3)OCCO4)ccc12	4%	-3%	4	0%	?	-1	5%	0%	2%	3%	2%
CCOc1ccc(NC(=O)CCS(=O)(=O)c2cccc3nsnc23)cc1	-2%	0%	-9	-1%	-2%	7	34%[activator]	1%	2%	-4%	?
CCc1ccc(C2C(C#N)=C(N)OC3=C2C(=O)CCC3)s1 (stereo unspecified)	-1%	3%	-8	-3%	-7%	1	15%	16%	-2%	-6%	24%
CCOc1ccc(-c2nnc3ccc(SCC(=O)Nc4nc5ccccc5s4)nn23)cc1	-26%	-15%	0	-3%	2%	16	19%	1%	-1%	-1%	116%[activator]
O=C(Nc1ccc(O)cc1)c1ccc(NC(=O)c2cccs2)cc1	-3%	1%	4	2%	13%	1	-15%	-10%	2%	1%	-4%
Brc1ccc2c(c1)[C@H]1OCC[C@H]1[C@@H](c1cccs1)N2	-2%	-15%	2	0%	18%	-4	.	-15%	-7%	-2%	10%
COCC(=O)N1CCC(Oc2ccc(C(=O)NC3Cc4ccccc4C3)cc2)CC1	-1%	-3%	12	0%	2%	-4	.	2%	-1%	1%	-2%
CCOC(=O)C1CCN(c2ncnc3nc[nH]c23)CC1	2%	7%	-18	-1%	?	26	-8%	2%	-5%	1%	-4%
[O-]/[N+](=C/c1ccc(F)cc1)c1ccccc1	-1%	-2%	-3	3%	-14%	0	26%	18%	0%	-1%	5%
CCOC(=O)C1CCCN(C(=O)CN2C(=O)/C(=C/c3ccc(OC)cc3)Oc3ccccc32)C1 (stereo unspecified)	235%[activator]	-3%	2	0%	-1%	-3	7%	-2%	?	1%	.
Cc1nnc(NC(=O)CSC2=NN3CCCC(=O)N=C3S2)s1	15%	16%	-5	-1%	?	.	6%	-30%	0%	9%	-1%
c1ccc(-c2noc(CN3CCOCC3)n2)cc1	8%	13%	-22	-3%	6%	3	-4%	-2%	0%	4%	-10%
Cc1ccc(OCc2n[nH]c(=S)n2C2CCCCC2)cc1	-9%	-8%	0	-3%	15%	-6	.	-12%	27%	0%	-1%
NC(Cc1ccc(O)cc1)c1cn([C@@H](CCC(=O)O)C(=O)N2CCNCC2)nn1 (stereo partly specified)	-3%	1%	3	2%	-11%	-4	6%	4%	0%	-1%	-13%
CCOc1ccc(NS(=O)(=O)c2ccc(C)c(C(N)=O)c2)cc1	-1%	0%	12	-1%	0%	-1	-10%	10%	1%	2%	-4%
CCN(C(=O)CSC1=Nc2ccccc2C2CC=NN12)C1CCS(=O)(=O)C1 (stereo unspecified)	2%	3%	-4	-1%	-21%	17	-2%	-2%	-6%	-4%	-1%
Cc1ccccc1C(=O)NC1CCN(CC(=O)Nc2c(C)cccc2C)CC1	-1%	7%	4	0%	12%	5	0%	-9%	2%	0%	4%
CC(C)CCNC(=O)NC(=O)CSc1ccc(S(=O)(=O)N2CCOCC2)cn1	-2%	.	1	.	7%	-3	.	-8%	2%	1%	.
Cc1ccc(S(=O)(=O)Nc2ncnc3sccc23)cc1C	4%	.	-10	.	0%	-2	.	-6%	4%	0%	.
O=C(CCc1nc2ccccc2n1-c1ccccc1)NCCO	0%	-2%	5	2%	2%	-6	-6%	1%	-3%	-1%	.
CCC(CC)C(=O)Nc1ccc(-c2cn3cccnc3n2)cc1	i	.	-4	0%	11%	3	8%	2%	-4%	1%	?
CCOc1ccc(C(=O)CCC(=O)NC(CC(C)C)C(=O)OC)cc1 (stereo unspecified)	4%	-2%	-5	-1%	0%	3	9%	-1%	1%	-1%	5%
CCCCC(=O)Nc1ncc(Br)s1	4%	8%	-11	-1%	20%	-15	4%	12%	19%	0%	-5%
O=C(Nc1ccc2c(c1)OCO2)Nc1cnccn1	3%	-1%	0	1%	3%	-15	0%	-29%	7%	3%	-6%
COc1ccccc1N1CCN(c2ccc([N+](=O)[O-])cc2Cl)CC1	-7%	4%	-15	-2%	1%	3	-21%	4%	15%	0%	.
CCOC(=O)c1c(NC(=O)CN2C(=O)NC3(CCC(C)CC3)C2=O)sc(C)c1CC (stereo unspecified)	.	.	4	.	-6%	-5	.	6%	2%	1%	.
CCC(C)NC(=O)c1ccc(CSCc2ccccc2Cl)o1 (stereo unspecified)	-2%	.	-8	0%	-12%	0	?	-5%	4%	2%	-8%
COc1ccc(S(=O)(=O)N(C)c2ccc(C(=O)NCC3CCCO3)cc2)cc1 (stereo unspecified)	-1%	2%	3	6%	9%	28	6%	21%	-2%	0%	6%
Cc1[nH]nc2c1C(c1ccc(F)cc1)C(C#N)=C(N)O2 (stereo unspecified)	5%	1%	-1	6%	?	-7	1%	14%	-1%	1%	-1%

Only part of the results is shown (hit frequency here may not be typical).
